KOR beta-arrestin-1: KOR agonists, beta-arrestin recruitment, primary screen, cell-based, luminescence, uHTS (AID 1777); KOR beta-arrestin recruitment, luminescence; higher % means a stronger effect; activation, % at 10 µM, or EC50 in µM where a hit was titrated; 280,000 tested, 0.02% active; in the data active = activation above about 50%, passing the limit was not always enough; note: a part of the inactive calls stands beside numbers as strong as those of hits
Myeloid diff MLP: promotes myeloid progenitor differentiation | AID 624256 | ER-HoxA9 myeloid progenitors, lysozyme-GFP differentiation, flow cytometry | 360,000 tested, 1% active | calls only at 10 µM;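 active = normalized GFP-positive differentiation at or above the plate's own cutoff, the solvent-only control mean plus 3 SD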;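 note: cells exposed to compound for four days before flow analysis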
GPR35 antagonists: inhibition of zaprinast-stimulated GPR35 beta-arrestin translocation – imaging, U2OS, beta-arrestin-GFP, zaprinast agonist, primary screen (AID 2058) | one-dose inhibition, % at 10 µM; IC50 in µM for titrated hits | U2OS GPR35 beta-arrestin-GFP translocation imaging, zaprinast antagonism; higher % means a stronger effect | 290,000 tested, 0.052% active;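 active = inhibition of at least 50% with at least 30 cells and total cytoplasm GFP at most 10,000,000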
NOD2 inhibition: NOD2 signaling inhibitors, cell-based, luminescence, uHTS, HEK293 (AID 1566); one-dose inhibition, % at 4 µM; EC50 in µM for titrated hits; HEK293 NOD2/NF-kB luciferase reporter, luminescence; higher % means a stronger effect; 290,000 tested, 0.63% active; note: many of its hits are not listed in these tables
GPR55 LPI antagonism: GPR55 antagonists blocking LPI-driven arrestin recruitment, primary screen, imaging, U2OS, beta-arrestin-GFP, LPI agonist (AID 2013); U2OS GPR55 beta-arrestin-GFP translocation imaging, LPI antagonism; higher % means a stronger effect; inhibition, % at 10 µM; hits with a dose series show IC50 in µM; 290,000 tested, 0.13% active;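 active = spots per cell inhibited over 60%, with over 100 cells counted and total cytoplasm intensity under 500,000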;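 note: U2OS cells stably carrying GPR55 and arrestin-GFP stimulated by 5 µM LPI near EC80; imaged beta-arrestin-GFP aggregate spots per cell after agonist stimulation; plate controls were LPI-stimulated DMSO wells for no effect and DMSO wells without LPI for full effect; some results filed as inactive read as strong as hits; confirmed hits need IC50 under 10 µM and bright autofluorescent wells are also inconclusive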
HIV peptide binding: cell-free HIV fusion peptide-binding blockers – biochemical, uHTS, fluorescence dequenching, primary screen (AID 1986); cell-free peptide binding, fluorescence dequenching, 30 min; higher % means a stronger effect; 290,000 tested, 0.3% active; inhibition, % at 20 µM, or IC50 in µM where a hit was titrated; in the data active = inhibition mostly above about 52%, no sharp cut-off; inactive = mostly below about 76%; note: some results filed as inactive read as strong as hits
KOR beta-arrestin-2: KOR antagonists, beta-arrestin recruitment, cell-based, luminescence, uHTS (AID 1778) | KOR beta-arrestin recruitment, luminescence, antagonist mode; higher % means a stronger effect | one-dose inhibition, % at 10 µM; IC50 in µM for titrated hits | 290,000 tested, 0.091% active; note: strong numbers were not always called active
GPR55 activation: selective activators of receptor GPR55 – imaging, U2OS cells, beta-arrestin-GFP redistribution, primary screen (AID 1961); U2OS GPR55 beta-arrestin-GFP redistribution imaging; higher % means a stronger effect; activation, % at 10 µM, or EC50 in µM where a hit was titrated; 290,000 tested, 0.048% active;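 active = activation above 40% with more than 50 cells counted in the well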;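 note: U2OS osteosarcoma cells stably expressing GPR55 and beta-arrestin-GFP; plate controls were DMSO negative control for no effect and LPI positive control for full effect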
NOD1 NF-kB reporter: inhibition of NOD1-driven NF-kB reporter – cell-based, luminescence, uHTS, primary screen (AID 1578); one-dose inhibition, % at 4 µM; EC50 in µM for titrated hits; NOD1-driven NF-kB luciferase reporter cells, luminescence; higher % means a stronger effect; 290,000 tested, 1% active; in the data active = inhibition mostly above about 36%, no sharp cut-off; inactive = mostly below about 34%;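 note: HEK-293T reporter cells stimulated with the NOD1 agonist gamma-tri-DAP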
Myeloid diff MLP GFP+ MAC1+ %: also measured in Myeloid diff MLP; calls as there; GFP+ MAC1+ double positive, %; measured here: differentiation confirmed by MAC1 staining
An asterisk follows results filed as active; i = inactive; · = not tested or not shown; [ ] = another dose, or the depositor's remark. Cut-off read from the data, not from the text of the source, unless noted: active = inhibition above about 50%; inactive = the rest. An excerpt; rates above refer to the full screens.

1) COC(C(=O)NC1CCCCCCC1)c1ccccc1 (centres undefined)
2) Cc1nn(CC(=O)NCCCc2ccccc2)c(C)c1[N+](=O)[O-]
3) O=C(CSc1ccc2nnc(-c3ccccc3)n2n1)N1CCCc2ccccc21
4) N[C@@H](Cc1ccc(O)cc1)c1nnc([C@H](CCC(=O)O)NC(=O)C2CCNCC2)o1
5) CC(=O)c1ccc(NC(=S)N2CCC(O)CC2)cc1
6) Cc1cc(C)n2nc(SCc3nnc(-c4cccs4)o3)nc2n1
7) Cc1ccc(NC(=O)CN(C)CC(=O)Nc2cccc(F)c2)cc1S(=O)(=O)N1CCCCCC1
8) NC(=O)c1c[nH]c2ccccc12
compound no.	1	2	3	4	5	6	7	8
KOR beta-arrestin-1	-0.6%	-0.8%	2.1%	1.1%	-2.6%	1.2%	1.6%	0.5%
Myeloid diff MLP	i	i	i	i	i	i	i	i
Myeloid diff MLP GFP+ MAC1+ %	0.5	0.7	0.1	0.2	0.4	0.9	0.5	3.5
GPR35 antagonists	-9%	0%	-8%	1%	3%	4%	-15%	6%
NOD2 inhibition	8%	12%	-6%	-8%	10%	9%	13%	4%
GPR55 LPI antagonism	2%	15%	-10%	10%	3%	-9%	9%	6%
HIV peptide binding	0.1%	1.2%	3.7%	1.2%	1.8%	-1.8%	1.6%	-0.3%
KOR beta-arrestin-2	·	22%	-26%	-27%	-60%	-21%	28%	-13%
GPR55 activation	0.3%	-0.4%	0.2%	0.3%	-0.3%	0.3%	-0.5%	0.9%
NOD1 NF-kB reporter	-10%	-36%	5%	-15%	14%	-24%	-18%	-45%

9) COc1ccc(S(=O)(=O)NC2CCc3ccccc32)cc1OC (centres undefined)
10) O=C(NCc1ccco1)c1ccc(Cl)c(S(=O)(=O)N2CCc3ccccc32)c1
11) CN(C)C(C(=O)Nc1cc(Cl)cc(Cl)c1)c1ccccc1 (centres undefined)
12) O=C(c1cc2ccccc2o1)N1CCN(S(=O)(=O)c2cccs2)CC1
13) Cc1cc2c(=O)oc(-c3ccccc3Br)nc2s1
14) COc1cccc(NC(=O)CSc2nnc(CNC(=O)c3ccccc3)n2C)c1
15) Cc1cc(C)cc(C(=O)NCCCc2ccccc2)c1
16) CCN(C(=O)COC(=O)c1cc2c(s1)CCCCC2)C1CCS(=O)(=O)C1 (centres undefined)
compound no.	9	10	11	12	13	14	15	16
KOR beta-arrestin-1	3.3%	-2.7%	-3.9%	-0.6%	-2.3%	6.4%	1.2%	-3.1%
Myeloid diff MLP	i	i	i	i	i	i	i	i
Myeloid diff MLP GFP+ MAC1+ %	1.0	0.4	0.8	0.7	0.3	6.2	0.6	0.5
GPR35 antagonists	-4%	-1%	-1%	3%	1%	-6%	-4%	-7%
NOD2 inhibition	20%	2%	4%	14%	10%	-4%	-4%	4%
GPR55 LPI antagonism	4%	0%	3%	10%	4%	-5%	6%	-4%
HIV peptide binding	-0.7%	4.1%	1.0%	-0.2%	-1.0%	0.3%	-1.8%	1.2%
KOR beta-arrestin-2	-20%	6%	2%	12%	27%	1%	-50%[20 µM]	-6%
GPR55 activation	-0.1%	-0.2%	-0.4%	-0.1%	0.2%	-0.1%	-0.1%	-0.2%
NOD1 NF-kB reporter	16%	18%	-7%	-25%	6%	-5%	11%	-12%

17) CC(C)C(=O)N1CCN(c2ccccc2NC(=O)c2ccc([N+](=O)[O-])o2)CC1
18) O=C(O)C1CC1C(=O)N1CCN(c2ccc(Cl)c(Cl)c2)CC1 (centres undefined)
19) COc1ccc(OC)c(-c2csc(N(Cc3ccco3)C(=O)c3cccs3)n2)c1
20) Cc1cc(N2C(=O)C(=O)/C(=C(/O)c3ccccc3)C2c2cccs2)no1 (centres undefined)
21) COC(=O)c1[nH]c(C)c(/C(O)=C2\C(=O)C(=O)N(CCN3CCOCC3)C2c2ccc(C)o2)c1C (centres undefined)
22) CC1CCc2sc(C(=O)Nc3ccc(C(N)=O)cc3)cc2C1 (centres undefined)
23) COCCn1cnc2c1c(=O)n(CC(=O)O)c(=O)n2Cc1ccccc1
24) CCc1ccc(OCCOCC(O)CN2CCN(Cc3ccc(Cl)cc3)CC2)cc1 (centres undefined)
compound no.	17	18	19	20	21	22	23	24
KOR beta-arrestin-1	-0.1%	6.2%	1.4%	3.2%	-4.3%	-1.0%	1.9%	-2.2%
Myeloid diff MLP	i	i	i	i	i	i	i	i
Myeloid diff MLP GFP+ MAC1+ %	0.0	0.2	1.7	0.5	0.4	0.2	1.2	0.7
GPR35 antagonists	-2%	6%	-3%	6%	-6%	60%	-3%	-3%
NOD2 inhibition	4%	-6%	12%	4%	7%	4%	8%	1%
GPR55 LPI antagonism	-6%	3%	6%	16%	14%	0%	6%	15%
HIV peptide binding	-2.9%	-0.7%	1.7%	0.8%	-1.8%	0.6%	-0.3%	-1.2%
KOR beta-arrestin-2	6%	-19%	-34%	13%	21%	-10%	-4%	4%
GPR55 activation	-0.1%	-0.1%	0.3%	-0.2%	0.0%	0.2%	0.4%	0.0%
NOD1 NF-kB reporter	0%	-10%	33%	-4%	-4%	-4%	-3%	-25%

25) Cc1cccc(C(=O)NCC(=O)OCC(=O)c2cc(C)n(CC3CCCO3)c2C)c1 (centres undefined)
26) Clc1ccc(Cc2noc(Cc3ccccc3)n2)cc1Cl
27) COC(=O)c1ccc(SCC(=O)NC2CCCCC2)c([N+](=O)[O-])c1
28) CC(=O)Nc1ccc(NC(=O)C(C)OC(=O)CNS(=O)(=O)c2ccc(Br)cc2Cl)cc1 (centres undefined)
29) Clc1cccc(C2Nc3cccc4cccc(c34)N2)c1Cl
30) CCOC(=O)NNC1CC(=O)N(c2ccccc2)C1=O (centres undefined)
31) COc1cc(C2c3c([nH]c(=O)[nH]c3=O)Nc3ccc4ccccc4c32)ccc1O (centres undefined)
32) CCOc1ccc(S(=O)(=O)N2CCN(S(=O)(=O)c3ccc(C)c(C)c3)CC2)cc1
compound no.	25	26	27	28	29	30	31	32
KOR beta-arrestin-1	1.9%	-3.7%	-1.7%	-1.3%	6.9%	-1.6%	1.6%	-0.8%
Myeloid diff MLP	i	i	i	i	i	i	i	i
Myeloid diff MLP GFP+ MAC1+ %	0.5	12	4.2	2.3	0.5	0.4	0.2	0.5
GPR35 antagonists	3%	-9%	0%	-4%	12%	-11%	6%	-9%
NOD2 inhibition	-10%	2%	3%	10%	4%	5%	2%	-32%
GPR55 LPI antagonism	-1%	1%	12%	-16%	-2%	15%	8%	0%
HIV peptide binding	-0.9%	4.3%	-1.0%	3.6%	63%	-1.3%	11%	0.1%
KOR beta-arrestin-2	6%	-8%	0%	8%	-41%[20 µM]	0%	-11%	-1%
GPR55 activation	1.2%	-0.1%	0.6%	-0.1%	-0.2%	0.1%	-0.8%	0.6%
NOD1 NF-kB reporter	-10%	3%	-7%	-24%	-14%	-12%	-38%	-6%

33) COc1ccccc1NC(=S)NC(=O)CCCOc1ccc(Cl)cc1Cl
34) COc1ccc(NC(=O)C(=S)N2CCCC2)cc1
35) CC(=O)c1cccc(NC(=O)Oc2ccccc2)c1
36) CC(C)Cn1c(SC(C)C(=O)Nc2ccc3c(c2)OCCO3)nc2ccccc2c1=O (centres undefined)
37) COc1ccccc1CNC(=O)c1ccc(-c2ccccc2)cc1
38) OC(CON=C1c2ccccc2-c2ccccc21)CN1CCNCC1 (centres undefined)
39) N#Cc1ccccc1S(=O)(=O)Nc1ccc2c(c1)C(=O)OC2
40) CN1C(=O)C(O)(CC(=O)c2ccc(F)cc2)c2cc(Br)ccc21 (centres undefined)
compound no.	33	34	35	36	37	38	39	40
KOR beta-arrestin-1	1.8%	-1.6%	1.7%	9.1%	-2.8%	0.9%	-0.7%	2.8%
Myeloid diff MLP	i	i	i	i	i	i	i	i
Myeloid diff MLP GFP+ MAC1+ %	7.9	0.7	1.7	1.4	0.4	0.9	0.4	4.7
GPR35 antagonists	11%	-19%	15%	-3%	-10%	10%	-5%	9%
NOD2 inhibition	0%	-4%	8%	-21%	15%	15%	20%	-2%
GPR55 LPI antagonism	-1%	12%	5%	-3%	-2%	26%	4%	0%
HIV peptide binding	-0.5%	-0.7%	-0.8%	-2.8%	2.6%	3.4%	-1.4%	-0.1%
KOR beta-arrestin-2	-7%	-11%[20 µM]	-10%	34%	1%	-74%	25%	-58%
GPR55 activation	0.1%	-0.1%	0.5%	-0.2%	1.8%	-0.2%	0.7%	-0.3%
NOD1 NF-kB reporter	-22%	-29%	7%	-1%	-21%	-13%	8%	-22%

41) CCC(=O)Nc1cc(-c2nn(C)c(=O)c3ccccc23)ccc1N1CCCCC1
42) CCCCNC(=O)[C@H]1C[C@H]1[C@@H](O)[C@H](CO)NC(=O)[C@H](CC(C)C)NC(=O)OC(C)(C)C
43) COc1ccccc1Nc1nc(N)nc(CN2CCCCC2)n1
44) COCC1CCN(Cc2cn[nH]c2-c2ccc(OC)c(F)c2)C1 (centres undefined)
45) FC(F)Oc1ccc(NC(=S)NCc2cccnc2)cc1
46) COc1cccc(NC(=O)C2CCN(S(=O)(=O)c3ccc4[nH]c(=O)ccc4c3)CC2)c1
47) Cc1cccc(NC(=O)C2CC(=O)N/C(=N/N=C/c3ccco3)S2)c1 (centres undefined)
48) Cc1ccc(NC(=S)Nc2ccc(S(=O)(=O)Nc3ncccn3)cc2)cc1Cl
49) CCOc1ccc(-c2[nH]ncc2-c2csc(C)n2)c(O)c1
compound no.	41	42	43	44	45	46	47	48	49
KOR beta-arrestin-1	4.3%	-0.7%	-3.4%	-1.2%	-2.3%	-0.8%	2.6%	2.6%	-3.4%
Myeloid diff MLP	i	i	i	i	i	i	i	·	i
Myeloid diff MLP GFP+ MAC1+ %	0.5	0.6	0.1	0.5	0.0	2.8	0.5	·	0.1
GPR35 antagonists	3%	23%	-21%	-5%	-3%	-15%	-1%	11%	6%
NOD2 inhibition	0%	4%	0%	4%	-2%	4%	-5%	9%	-11%
GPR55 LPI antagonism	-16%	4%	10%	2%	3%	-6%	1%	6%	14%
HIV peptide binding	-3.5%	1.1%	-2.2%	2.8%	-2.7%	-1.2%	11%	1.0%	-2.3%
KOR beta-arrestin-2	-18%	-4%[20 µM]	-5%	-35%	-5%	-16%[20 µM]	4%	0%	21%
GPR55 activation	0.5%	0.0%	-0.3%	-0.2%	0.1%	1.1%	-0.1%	-0.2%	-0.2%
NOD1 NF-kB reporter	10%	-15%	0%	-6%	-48%	-1%	-39%	2%	24%

Quoted from above, compounds 48–49
48) Cc1ccc(NC(=S)Nc2ccc(S(=O)(=O)Nc3ncccn3)cc2)cc1Cl
49) CCOc1ccc(-c2[nH]ncc2-c2csc(C)n2)c(O)c1
compound no.	48	49
KOR beta-arrestin-1	2.6%	-3.4%
Myeloid diff MLP	·	i
Myeloid diff MLP GFP+ MAC1+ %	·	0.1
GPR35 antagonists	11%	6%
NOD2 inhibition	9%	-11%
GPR55 LPI antagonism	6%	14%
HIV peptide binding	1.0%	-2.3%
KOR beta-arrestin-2	0%	21%
GPR55 activation	-0.2%	-0.2%
NOD1 NF-kB reporter	2%	24%

Screens as filed in PubChem BioAssay.
